Bioassay records deposited in PubChem BioAssay by National Center for Advancing Translational Sciences (NCATS).
Pf growth 48h – P. falciparum growth inhibition at 48 hours (one generation); P. falciparum luciferase growth in erythrocytes, 48 h; Potency, µM (titrated, usually from 28.7 µM), for the others: top-dose activity change, negative = inhibition, usual class: inhibitors; 310,000 compounds, 5.9% hits
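Growth was read as firefly luciferase luminescence after a 48 h, 37 C, 5% CO2 exposure of compounds to reporter-bearing P. falciparum cultures (0.1% parasitemia, 2% hematocrit final) in Albumax-supplemented RPMI 1640.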
Sm TGR block – blocks Schistosoma mansoni thioredoxin glutathione reductase. Q962Y6. purified TGR, DTNB reduction, TNB absorbance 405 nm. Potency, µM (doses to about 114 µM), for the others: at the top dose activity change, negative = inhibition, usual class: inhibitors. 360,000 compounds, 3% hits. AID 485364; also: nearly all actives have a fitted effect of over 60% in size
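Kinetic colorimetric format: TGR-catalysed, NADPH-driven DTNB reduction monitored via TNB absorbance. Enzyme dispensed at 20 nM; compound exposure 15 min at room temperature before reaction start.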
TbPYK inhibitor – blocks Trypanosoma brucei pyruvate kinase. Q57TT1. TbPYK enzyme, Kinase-Glo Plus ATP luminescence, 45 min. Potency, µM (series often up to 76.8 µM), inactives show top-dose activity, negative = inhibition, actives largely listed as inhibitors. 410,000 compounds, 0.12% hits. AID 624173; also: nearly all actives have a fitted effect of over 50% in size
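TbPYK + substrate in 50 mM TEA pH 7.2, 100 mM KCl, 10 mM MgCl2, 0.05% BSA, 0.01% Tween-20; cpd pinned; ADP 130 uM final; 45 min RT; Kinase-Glo Plus 10 min; luminescence endpoint.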
HCV inh – inhibitors of hepatitis C virus infection. Potency, µM (top dose mostly 41.8 µM), inactives show top-dose activity change, negative = inhibition, actives largely listed as inhibitors. Huh7.5.1 HCVcc-Cre infection, luciferase reporter, 44 h. 340,000 compounds, 3.4% hits
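Cells (1,000/well) were plated 4 h before compound, then infected with HCVcc-Cre virus (~0.5 moi). After 44 h further culture, infection was read as luciferase luminescence following a 15 min substrate incubation at room temperature.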
Pf growth 96h – P. falciparum growth inhibition at 96 hour, primary screen for plastid delayed-death inhibitors; P. falciparum luciferase reporter growth, 96 h; Potency, µM (highest dose often 28.7 µM), inactives show at the highest dose activity change, negative = inhibition, usual class: inhibitors; 320,000 compounds, 6.9% hits
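Luminescence readout: decreased luciferase signal marks inhibited growth of reporter-expressing P. falciparum in infected red cells (2% hematocrit, 0.05% parasitemia final), exposed to compound two generations (96 h, 37 C, 5% CO2).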
LmPK inhibitor – blocks Leishmania mexicana pyruvate kinase activity. Q27686. purified LmPK, Kinase-Glo ATP luminescence, 1 h. Potency, µM (doses to about 57.5 µM), for inactives: at the highest dose activity change, negative = inhibition, actives largely listed as inhibitors. 290,000 compounds, 0.37% hits. AID 1721
Target sequence (Q27686 whole entry, looked up): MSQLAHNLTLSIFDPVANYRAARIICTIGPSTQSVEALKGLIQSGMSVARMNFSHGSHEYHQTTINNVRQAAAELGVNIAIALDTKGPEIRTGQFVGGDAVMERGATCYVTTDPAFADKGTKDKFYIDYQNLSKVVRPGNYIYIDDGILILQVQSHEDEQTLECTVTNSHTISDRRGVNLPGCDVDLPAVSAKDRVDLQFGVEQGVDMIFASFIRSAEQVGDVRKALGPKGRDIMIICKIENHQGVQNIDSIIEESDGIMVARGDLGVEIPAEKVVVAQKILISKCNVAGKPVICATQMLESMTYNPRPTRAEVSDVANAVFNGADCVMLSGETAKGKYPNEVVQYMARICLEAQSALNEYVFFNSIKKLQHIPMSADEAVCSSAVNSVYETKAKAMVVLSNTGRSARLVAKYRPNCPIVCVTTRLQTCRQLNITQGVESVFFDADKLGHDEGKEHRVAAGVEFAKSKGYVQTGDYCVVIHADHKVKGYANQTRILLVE
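Purified LmPK (0.1 nM) with 0.5 mM PEP and 0.1 mM ADP in imidazole buffer pH 7.2 with MgCl2/KCl, 1 h at room temperature. ATP formed was read by luciferase luminescence and normalized to no-enzyme and uninhibited controls.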
Numbers without * were called inactive; ? = inconclusive; . = not tested or not shown; & = joins results of further samples; [ ] = remark or other dose. Calls follow the shape of the dose curve; as a rule, active = well fitted curve in the direction sought with a large enough effect; inconclusive = small, poorly fitted or top-dose-only effect, or another doubt; inactive = no such curve, though single readings can be large; an effect the other way counts as inactive or inconclusive. % is scaled to controls: 0 for no effect and ±100 for the full control effect; potency is read from the fitted curve at half-maximal effect.

SMILES | Pf growth 48h | Sm TGR block | Pf growth 96h | HCV inh | LmPK inhibitor | TbPYK inhibitor
CNC(=O)c1ccc(-n2cccn2)nc1 | 58.1%[activator] | -3.4% | 2.5% | 2.9% | -9.2% | 3.9%
COc1ccc(C)cc1-n1c(N)c(C#N)c(C#N)c1-c1ccc(OC)c(OC)c1OC | 11.7µM* | 4.5% | 50.0% | -29.4%&-0.4% | 6.7% | 0.5%
COc1ccc(OCC(=O)NN2Cc3ccccc3C2=N)cc1 | . | 2.1% | ? | 2.7% | -5.1% | -4.7%
Cc1ccnc2nc(C(=O)Nc3ccc(N4CCOCC4)cc3)nn12 | 33.6%[activator] | 0.0% | -3.7%[5.75 µM] | -7.5% | ? | ?
CCOC(=O)C1(O)CSc2nc3sc(C(=O)O)c(C)c3c(=O)n21 (stereo unspecified) | 4.3% | -19.5% | 0.3% | 22.4% | -4.2% | -8.1%
COc1ccc(NC(=O)C/C(C)=N/NC(=O)COc2ccc(OC)cc2)cc1 | -0.2% | 1.9% | 15.2% | 10.0% | 3.3% | -2.6%
CNC(=O)c1nc(C)c(C2(C)CC(c3cccc([N+](=O)[O-])c3)=NO2)s1 (stereo unspecified) | 8.6% | 4.7% | 0.1% | 7.9% | 6.3% | 0.5%
Cc1occc1C(=O)NNC1=CC(=O)CC(C)(C)C1 | -9.4% | -2.8% | ? | 4.3% | -0.9% | -7.8%
CCOCCCNC(=O)C1CC(=O)N(C2CCCC2)C1 (stereo unspecified) | 14.2% | -11.3% | 11.7µM* | 15.1% | 0.0% | 2.6%
NC(=O)CC(NC(=O)Cc1cccc2ccccc12)c1ccc(N2CCC(N3CCCCC3)CC2)c([N+](=O)[O-])c1 (stereo unspecified) | 13.8% | -4.5% | ? | 1.4% | 1.0% | -8.7%
CCCC1Cc2nc(Cl)c(C#N)cc2CO1 (stereo unspecified) | 12.3% | 39.8µM* | 0.0% | -5.3% | -4.4% | -4.5%
CCOc1ccc(N2C(=O)CC(NCCc3c[nH]c4ccccc34)C2=O)cc1 (stereo unspecified) | -14.8% | ? | ? | 12.1% | 2.3% | 1.8%
COC(=O)c1ccc(S(=O)(=O)N(C2CCCCC2)C2CCCCC2)n1C | 10.4µM* | 9.7% | ? | 13.5% | 2.4% | -1.1%
COC(=O)c1c(Oc2nc(OC)cc(OC)n2)cccc1Oc1nc(OC)cc(OC)n1 | -13.1% | -4.1% | 6.7% | 36.7%[activator] | 2.9% | 2.5%
COc1ccc(OC)c(C2NC(=S)NC3=C2N2CCC3CC2)c1 (stereo unspecified) | 31.2% | 14.5% | ? | -1.0% | 5.6% | -0.6%
O=C(CSc1nc2[nH]ncc2c(=O)n1-c1ccccc1)NCCc1ccccc1 | 3.0% | 19.0% | -0.4% | -21.3% | 3.6%[11.5 µM] | -12.4%
O=c1c(C/C=C/c2ccccc2)c(O)nc2n1CCCS2 | -6.1% | -5.8% | -19.7% | 6.6% | 2.6% | -1.7%
Cc1ccc(C(=O)CCC(=O)O)cc1 | . | ? | 17.3% | . | 3.7% | .
O=C(CCC(=O)N1CCOc2ccccc21)NCCCc1ccccc1 | 7.7% | -25.9% | 15.8% | -0.6% | -2.3% | -2.0%
CC1CN(C2CC(C)(C)NC(C)(C)C2)CCC1=O (stereo unspecified) | 27.1% | -25.8% | 3.0% | 10.5% | 2.3% | 4.6%
O=C(Nc1ccccc1[N+](=O)[O-])c1cc(S(=O)(=O)N2CCOCC2)cs1 | -3.5% | -20.6% | ? | -19.8% | -1.5% | -6.2%
Cc1nonc1C1CCCN1C(=O)c1cc(COc2cccc(C(F)(F)F)c2)on1 (stereo unspecified) | -20.3% | 5.5% | 14.5% | ? | -4.8% | -5.7%
CCN(CC)S(=O)(=O)c1cccc(-c2csc(C)n2)c1 | ? | 5.9% | -11.1% | -4.6% | 1.7% | 0.9%
CCOC(=O)c1c(C)c(C(=O)N2CCc3ccccc3C2)c(C)n1CC | ? | 0.0% | . | ? | 5.9% | -0.4%
CSCCC(NC(=O)OCc1ccccc1)C(=O)O (stereo unspecified) | 20.0% | -19.9% | 15.3% | 8.9% | 1.9% | 0.5%
C=CCc1ccc(OCC(O)CO)c(OC)c1 (stereo unspecified) | 18.1% | 9.0% | . | 30.0% | 0.3% | -3.4%
O=C(CSc1nc(-c2ccccc2)cc(=O)[nH]1)Nc1ccccc1 | . | 4.3% | 177.9%[activator] | 14.2% | -1.1% | 1.5%
CCOc1ccc(N2CC(C(=O)NCc3ccco3)CC2=O)cc1 (stereo unspecified) | -10.1% | 0.8% | ? | -12.5% | -0.8% | 4.0%
Cc1ccccc1CN1CCN(C/C=C/c2ccccc2)CC1 | . | 16.3% | 59.9%[activator] | -3.2% | 5.1% | -11.8%
Cc1cc(C)c(C(=O)OCCNC(=O)c2cccnc2)cc1C | -18.2% | -0.6% | 8.0% | 8.91µM* | 0.4% | -0.6%

Quoted from the results shown, 5 compounds:
SMILES | Pf growth 48h | Sm TGR block | Pf growth 96h | HCV inh | LmPK inhibitor | TbPYK inhibitor
CNC(=O)c1ccc(-n2cccn2)nc1 | 58.1%[activator] | -3.4% | 2.5% | 2.9% | -9.2% | 3.9%
COc1ccc(C)cc1-n1c(N)c(C#N)c(C#N)c1-c1ccc(OC)c(OC)c1OC | 11.7µM* | 4.5% | 50.0% | -29.4%&-0.4% | 6.7% | 0.5%
COc1ccc(OCC(=O)NN2Cc3ccccc3C2=N)cc1 | . | 2.1% | ? | 2.7% | -5.1% | -4.7%
Cc1ccnc2nc(C(=O)Nc3ccc(N4CCOCC4)cc3)nn12 | 33.6%[activator] | 0.0% | -3.7%[5.75 µM] | -7.5% | ? | ?
CCOC(=O)C1(O)CSc2nc3sc(C(=O)O)c(C)c3c(=O)n21 (stereo unspecified) | 4.3% | -19.5% | 0.3% | 22.4% | -4.2% | -8.1%

(next part)
SMILES | Pf growth 48h | Sm TGR block | Pf growth 96h | HCV inh | LmPK inhibitor | TbPYK inhibitor
COc1ccc(CC(=O)N/N=C(\C)c2cccs2)cc1 | 3.6% | 6.6% | -16.9% | -10.8% | -0.4% | 3.5%
CCC(=O)Nc1sccc1C(=O)OC | 13.1% | 1.6% | . | 1.3% | -9.9% | -1.2%
CS(=O)(=O)N1Cc2ccccc2CC1C(=O)Nc1ccccc1C(N)=O (stereo unspecified) | 23.9% | 4.5% | -9.8% | 3.0% | -0.3% | -1.5%
CC1=NN(C(C#N)c2ccccc2)C(c2ccccc2)C1 (stereo unspecified) | 5.5% | 3.9% | 8.9% | 16.1% | -4.9% | -1.5%
Nc1c(C(=O)NCCN2CCOCC2)c2nc3ccccc3nc2n1-c1ccc2c(c1)OCO2 | ? | 5.5% | 2.94µM* | 2.0%&-24.8% | 4.9% | 12.7%
O=C(OCC(=O)N1CCN(C(=O)c2ccco2)CC1)c1ccc(Cl)cc1 | -0.7% | -24.3% | 13.1% | 8.9% | . | -7.4%
COCCOC(=O)C1=C(N)Oc2c(c(=O)oc3ccccc23)[C@@]12C(=O)Nc1ccccc12 | 11.9% | -21.8% | . | 16.3% | 2.4% | -2.1%
CCC(C)(C)n1nnnc1C(c1ccc2ncccc2c1)N1CCN(c2nc3ccccc3s2)CC1 (stereo unspecified) | 5.22µM* | -6.9% | -9.5% | ? | -0.4% | 3.2%
CC(C(=O)NCc1ccc(Cl)cc1)n1cccc1C(=O)c1ccccc1 (stereo unspecified) | -26.9% | -10.6% | ? | -17.3% | -1.4% | 0.0%
CC(C)C(c1nnnn1Cc1ccccc1)N1CCN(Cc2ccco2)CC1 (stereo unspecified) | -3.0% | 0.0% | 61.0%[activator] | 1.5% | 10.5% | 3.0%
O=C(COC(=O)c1ccccc1F)Nc1ccc2c(c1)OCCO2 | 37.9%[activator] | -1.1% | 10.9% | 45.5%[activator] | . | -0.6%
CCC(C(=O)O)n1c(C(F)(F)F)nc2ccccc21 (stereo unspecified) | -24.0% | 0.4% | ? | 17.2% | -8.4% | -2.5%
NS(=O)(=O)c1ccc(CCNC(=O)c2ccc(-c3ccccc3)cc2)cc1 | 59.1%[activator] | 2.1% | 3.9% | 8.8% | 2.7% | -1.7%
CN(C)C(=O)CSc1nnc(Cc2ccc([N+](=O)[O-])cc2)o1 | 75.7%[activator] | 7.8% | 165.0%[activator] | 17.5% | -3.0% | 2.9%
Cc1ccccc1OCC(O)CN(CCO)Cc1ccccc1 (stereo unspecified) | ? | -2.6% | ? | -4.6% | -0.9% | 3.8%
CC1Sc2ccc(C(=O)OCc3ccccc3Cl)cc2NC1=O (stereo unspecified) | 153.3%[activator] | 0.2% | 94.1%[activator] | ? | . | -3.2%
NC(=O)c1ccc(-n2nnnc2SCC(=O)Nc2ccc(N3CCOCC3)c(Cl)c2)cc1 | -11.1% | 2.0% | -0.5% | ? | 2.1% | -16.9%
Cc1ccc2c(c1)C1CN(C)CCC1N2C(=O)COc1ccccc1F (stereo unspecified) | ? | 5.6% | 11.7µM* | 2.5% | 4.7% | -13.1%
Cc1ccc(C)c(NC(=O)COC(=O)c2ccc3c(c2)OCCO3)c1 | 34.1%[activator] | -9.3% | ? | -21.5% | . | -9.4%
Nn1c(-c2cccc(Br)c2)n[nH]c1=S | 13.8% | 9.9% | -4.3% | -1.9% | 3.6% | ?
CCOC(=O)C(N)CSC1CC(=O)N(c2ccc(C(=O)OC)cc2)C1=O (stereo unspecified) | 54.1%[activator] | ? | 5.22µM* | -11.1% | -0.2% | -8.2%
CN(C)/C=N/c1c(C#N)cnn1-c1ccc(C(F)(F)F)cn1 | 8.3% | 6.6% | 0.0% | ? | 8.0% | 7.3%
CCCc1cc(=O)oc2c(C)c(OCC(=O)NC3CCN(Cc4ccccc4)CC3)ccc12 | ? | 5.8% | 13.1µM* | 6.31µM* | -10.1% | 6.2%
CCOCc1cn(CC(=O)c2ccc(Cl)cc2)c(C)nc1=N | 4.15µM* | 10.2% | . | -5.3% | 0.0% | 1.1%
CCn1ccnc1CNC(=O)c1ccc2oc(CCCc3ccccc3)nc2c1 | ? | -8.2% | 15.3% | ? | -4.3% | -6.9%
CC(=O)Nc1cccc(NC(=O)Nc2cccc(Cl)c2C)c1 | -3.2% | . | ? | -25.0% | 2.4% | 1.0%
COc1ccccc1N1CCN(c2ccc(-c3ccccc3)nn2)CC1 | -65.1% | -1.4% | 3.4%[5.75 µM] | ? | ? | ?
Cc1ccc(OCc2cc(C(=O)N3CCC(Oc4cccnc4)CC3)no2)cc1C | 5.3% | -9.0% | ? | 4.1% | -0.3% | 2.2%
O=C(COc1ccc(S(=O)(=O)N2CCCCC2)cc1)N1CCOCC1 | 0.1% | -2.3% | ? | 6.3% | 2.1% | 2.6%
CCOC(=O)C(C)Oc1cccc2c(=O)n(CC(=O)NCc3ccco3)ccc12 (stereo unspecified) | 3.7% | -27.2% | ? | ? | 4.2% | 6.3%
CCN(CC)S(=O)(=O)c1ccc2nnn(O)c2c1 | 5.7% | -11.8% | 25.6% | 10.1% | 18.1% | 5.7%

Retrieved by structure from the list above, two records:
SMILES | Pf growth 48h | Sm TGR block | Pf growth 96h | HCV inh | LmPK inhibitor | TbPYK inhibitor
CC(C(=O)NCc1ccc(Cl)cc1)n1cccc1C(=O)c1ccccc1 (stereo unspecified) | -26.9% | -10.6% | ? | -17.3% | -1.4% | 0.0%
CCOCc1cn(CC(=O)c2ccc(Cl)cc2)c(C)nc1=N | 4.15µM* | 10.2% | . | -5.3% | 0.0% | 1.1%
